Source: PubChem BioAssay (several laboratories)
PERK inhibitor: blocks human PERK kinase; CHO PERK-DD fusion, SEAP luminescence translation reporter; inhibition, % at 5.6 µM; actives 0.17% (n = 220,000); AID 1416;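 active = inhibition above the mean inhibition of all tested compounds plus 3 SD, set separately per screening campaign, cut at about 2.9% in these data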;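 note: PERK kinase domain activated by AP20187 dimerizer at 100 nM; 0% = DMSO with dimerizer and 100% = rapamycin at 8.4 µM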
Calpain2 inh: calpain II (pig) inhibition; inhibition, % at 16 µM; actives 0.37% (n = 220,000); purified calpain II, fluorogenic peptide substrate, 30 min;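 active = inhibition above about 50%, limit read from the data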
eIF4E-4G inh: inhibitors of eIF4E and eIF4G interaction in translation initiation; AID 782; P63073+Q04637; inhibition, % at 21.7 µM; actives 0.37% (n = 220,000); TR-FRET eIF4E-eIF4GI(517-606) binding, 2 h;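 active = inhibition above about 30%, limit read from the data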;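 note: 0% = full FRET control wells and 100% = background wells lacking eIF4GI fragment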
Target sequence (P63073 whole entry, looked up, the tested form may be a part): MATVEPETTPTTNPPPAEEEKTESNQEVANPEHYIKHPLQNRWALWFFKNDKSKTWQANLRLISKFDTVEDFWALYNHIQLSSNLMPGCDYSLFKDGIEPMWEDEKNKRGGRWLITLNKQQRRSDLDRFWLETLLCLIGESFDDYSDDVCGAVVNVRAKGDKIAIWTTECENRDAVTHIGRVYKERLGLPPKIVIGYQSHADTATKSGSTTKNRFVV
Target sequence (Q04637 whole entry, looked up, the tested form may be a part): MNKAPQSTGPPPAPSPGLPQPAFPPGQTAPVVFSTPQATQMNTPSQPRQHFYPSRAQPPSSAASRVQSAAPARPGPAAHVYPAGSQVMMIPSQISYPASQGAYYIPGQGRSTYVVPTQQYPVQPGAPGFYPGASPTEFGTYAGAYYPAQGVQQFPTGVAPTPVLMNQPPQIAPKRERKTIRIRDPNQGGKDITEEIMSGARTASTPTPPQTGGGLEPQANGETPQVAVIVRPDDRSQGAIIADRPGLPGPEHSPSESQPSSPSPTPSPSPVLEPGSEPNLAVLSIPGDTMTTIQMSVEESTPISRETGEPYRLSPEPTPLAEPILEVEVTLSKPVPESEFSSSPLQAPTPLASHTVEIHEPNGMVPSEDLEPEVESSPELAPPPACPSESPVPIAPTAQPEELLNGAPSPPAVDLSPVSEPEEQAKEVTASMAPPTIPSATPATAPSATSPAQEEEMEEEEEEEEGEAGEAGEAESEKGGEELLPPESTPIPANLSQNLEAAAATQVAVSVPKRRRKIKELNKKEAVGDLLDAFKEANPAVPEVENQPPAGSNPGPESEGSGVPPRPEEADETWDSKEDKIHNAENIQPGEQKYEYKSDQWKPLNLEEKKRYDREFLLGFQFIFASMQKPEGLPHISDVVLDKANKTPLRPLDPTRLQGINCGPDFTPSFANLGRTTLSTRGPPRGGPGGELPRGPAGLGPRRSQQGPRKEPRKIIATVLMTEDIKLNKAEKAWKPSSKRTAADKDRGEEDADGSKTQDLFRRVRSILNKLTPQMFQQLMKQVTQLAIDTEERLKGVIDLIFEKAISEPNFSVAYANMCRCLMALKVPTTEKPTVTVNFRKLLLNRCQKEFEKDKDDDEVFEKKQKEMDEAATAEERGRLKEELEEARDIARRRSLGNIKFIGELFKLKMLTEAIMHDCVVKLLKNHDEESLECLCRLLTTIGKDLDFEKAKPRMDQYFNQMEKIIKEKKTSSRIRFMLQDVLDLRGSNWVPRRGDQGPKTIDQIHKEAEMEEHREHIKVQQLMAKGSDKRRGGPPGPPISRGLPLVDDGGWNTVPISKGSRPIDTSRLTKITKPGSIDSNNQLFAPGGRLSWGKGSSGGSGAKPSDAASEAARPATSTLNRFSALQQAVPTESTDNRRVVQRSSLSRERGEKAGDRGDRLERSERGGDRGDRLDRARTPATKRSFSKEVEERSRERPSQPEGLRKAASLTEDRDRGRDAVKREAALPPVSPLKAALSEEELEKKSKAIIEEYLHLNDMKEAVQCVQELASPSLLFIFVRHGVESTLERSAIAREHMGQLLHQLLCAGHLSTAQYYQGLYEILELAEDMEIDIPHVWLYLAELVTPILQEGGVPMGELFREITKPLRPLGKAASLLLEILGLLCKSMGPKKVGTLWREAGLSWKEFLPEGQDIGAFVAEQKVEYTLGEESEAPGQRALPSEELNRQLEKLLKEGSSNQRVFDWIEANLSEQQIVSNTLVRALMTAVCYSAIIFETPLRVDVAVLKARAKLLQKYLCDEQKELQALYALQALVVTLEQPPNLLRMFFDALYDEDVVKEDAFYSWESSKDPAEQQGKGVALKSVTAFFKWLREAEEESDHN
zVAD death inh: L929 zVAD cell death inhibition; L929 zVAD necroptosis rescue, ATP luminescence, 24 h; with zVAD 60 µM; viability rescue, % at 10 µM; actives 0.38% (n = 220,000); AID 1377;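 active = activation, scaled between plate controls, above about 75%, limit read from the data; inactive = activation under that limit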;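 note: 0% = zVAD with DMSO and 100% = DMSO alone without zVAD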
MDM2 E3 inh: blocks human Mdm2 ubiquitin ligase activity | signal enhancement, % at 5 µM | AID 1230 | Q00987 | actives 0.11% (n = 210,000) | cell-based MDM2 ubiquitination luciferase reporter, 2 h; 0 = plate control, 100 = twice control, blank-subtracted;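 active = signal enhancement of 30% or more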;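 note: luminescence tracks abundance of the self-degrading MDM2-luciferase fusion protein; higher signal means inhibition of MDM2 E3 ligase activity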
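system = mammalian cells stably expressing self-ubiquitinating, self-degrading MDM2 E3–luciferase fusion | quantity = 2000 cells per well seeded | incubation = 4 h cell settling then 2 h compound exposure, 37 °C | signal = SteadyLite luminescence, 15 min reagent step | benchmarks = plate control and blank wells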
EBV gp42 inh: blocks Epstein-Barr virus glycoprotein 42 binding; AID 1085; Q1HVG2; inhibition, % (tested at 21.74 µM); actives 0.42% (n = 220,000); Fluorescence polarization binding assay, mP read-out; in the data active = inhibition above about 50%
Cl transport mod: modulates chloride dependent transport by human KCC2; Q9H2X9; KCC2 cells, thallium flux FluoZin-2 fluorescence; actives 2.2% (n = 190,000); B-score of Tl+ flux slope (higher = more flux/activation; lower = inhibition) at 10 µM;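 active = thallium flux slope and its plate-corrected score both differing from the plate sample mean at a set confidence after two filtering rounds, in either direction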;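 note: slope of fluorescence scaled to starting intensity during 10 to 20 s after thallium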
Rad51 HR inh: Rad51 (human) homologous recombination inhibition; AID 1385; inhibition, % at 10 µM; Q06609; actives 0.085% (n = 200,000); hRad51 DNA strand exchange, fluorescence dequenching;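 active = inhibition above 40% at the single screening dose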;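 note: 0% = DMSO control wells and 100% = blanks with heterologous ssDNA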
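Test system: preformed human Rad51 ssDNA filaments. Compound dosing: single dose, 10 µM final compound. Incubation: filaments 15 min 37 °C, then compound 30 min. Technique: FRET fluorescence dequenching, excitation 485 nm, emission 520 nm. Read-out basis: percent inhibition from fluorescence, normalised to plate control and blank means. Benchmarks: plate controls and plate blanks.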
TNF necrop inh: TNF-alpha cell death inhibition in Jurkat FADD-/- cells; Jurkat FADD-/- TNF necroptosis rescue, ATP luminescence, 24 h; 0 = TNF only, 100 = no-TNF cells; activation (protection from cell death), % at 10 µM; actives 0.068% (n = 220,000); AID 463075;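 active = activation, meaning protection from cell death, of at least 50% relative to plate controls; inactive = activation below 50%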;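 note: necroptosis triggered by 40 ng/mL TNF-alpha added together with compound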
* hit, by the source's call; / = no result given; [ ] = remark or other dose.

SMILES	PERK inhibitor	Calpain2 inh	eIF4E-4G inh	zVAD death inh	MDM2 E3 inh	EBV gp42 inh	Cl transport mod	Rad51 HR inh	TNF necrop inh
COc1ccccc1S(=O)(=O)Nc1cc(S(=O)(=O)N2CCCCC2)ccc1N1CCOCC1	1.1	15.2	0.7	-0.3	-11.1	-1.5	-0.0458	-0.5	1.7
CCS(=O)(=O)N1Cc2ccccc2CC1C(=O)OCC(=O)Nc1ccc(SC(F)F)cc1 (centres undefined)	-0.1	-62.6	-1.3	-0.3	-12.8	-7.5	-0.226	-2.3	0.6
CCC(=O)Nc1ccc(NC(=O)CSc2nnnn2-c2ccc3c(c2)OCCO3)cc1	1.1	13.5	2.0	2.0	-14.1	-1.9	0.217	12.4	0.6
CCOC(=O)NC(O)C(=O)c1cccs1 (centres undefined)	1.5	-49.0	-6.4	0.4	-8.4	2.6	0.589	-0.1	-2.4
CC(c1ccccc1)n1c(-c2cccs2)nc2c(c(=O)c3ccccc3n2C)c1=O (centres undefined)	0.2	20.8	2.6	-0.5	/	1.9	-3.6*	6.0	-1.5
CCOC(=O)C1=C(C)NC(=O)NC1c1ccc(OCCO)c(OC)c1 (centres undefined)	-0.1	-5.2	-6.5	0.0	-2.2	-0.1	0.556	-9.0	-2.7
Cc1cc(C)nc(N/C(=N\S(=O)(=O)Cc2ccccc2)Nc2cccc(Cl)c2C)n1	0.9	-9.8	4.8	0.1	-6.1	6.0	/	1.5	1.3
Cc1ccc(NC(=O)Cc2csc(-c3ccccc3)n2)cc1F	1.7	15.8	-4.0[fluorescence artefact?]	1.2	-22.6	-3.5	0.318	0.0	2.5
OCCCNc1nc(-c2ccccc2)nc2c1oc1ccccc12	-1.9	-14.9	0.0	1.6	0.8	17.6	-0.678	16.6	2.6
COc1cccc(C(=O)SC2=NCCS2)c1	1.4	21.9	4.8	0.9	-5.3	-1.8	/	5.6	-1.0
O=C(c1cccs1)C1CCCN(Cc2nc(Cc3ccccc3F)no2)C1 (centres undefined)	-0.4	33.2	1.4	0.2	-8.1	7.8	-1.92	/	0.8
Cc1cc(-c2ccccc2)nc2c(Br)c(=O)[nH]n12	0.7	15.8	0.4	1.5	-2.9	0.2	0.465	-6.0	-0.6
CC1(CC(=O)N/N=C/c2ccc(-c3ccc(Cl)cc3)o2)OCCO1	-0.1	-5.7	1.0	1.6	-16.6	-19.6	-1.96	-6.7	-0.5
CN(C)S(=O)(=O)N1CCN(C(=O)c2cccc(Br)c2)CC1	0.8	-11.6	2.8[fluorescence artefact?]	-0.4	-4.7	-5.0	1.24	-5.1	0.9
COc1ccccc1OCC(=O)O/N=C(\N)c1ccccn1	0.2	-15.2	4.4	-0.1	-10.7	-8.7	0.265	/	1.8
CCCn1c(SCC(=O)NCc2cccs2)nc2c1c(=O)n(C)c(=O)n2C	-0.4	10.8	2.1	0.7	-2.2	-22.8	/	1.3	1.3
Cc1[nH]c2ccccc2c1/C=C/c1nc2ccccc2c(=O)n1-c1ccc([N+](=O)[O-])cc1	1.1	7.3	-5.0	1.6	-7.5	-10.6	-1.42	10.7	1.4
CN(CC(=O)Nc1ccc(F)c(F)c1F)c1ncnc2sccc12	1.2	-12.6	3.7	1.0	12.5	-18.5	-0.651	-13.2	2.3
CC(C(=O)O/N=C(\N)c1cccnc1)c1ccc([N+](=O)[O-])cc1 (centres undefined)	0.5	-5.0	4.5	0.2	-7.0	-36.6	0	-2.4	3.7
CCOC(=O)c1nnsc1N	0.3	-0.6	4.7	0.2	-9.7	-13.5	0.56	-7.3	0.4

Additional results follow:
SMILES	PERK inhibitor	Calpain2 inh	eIF4E-4G inh	zVAD death inh	MDM2 E3 inh	EBV gp42 inh	Cl transport mod	Rad51 HR inh	TNF necrop inh
COc1ccc(-c2noc(C3CCCN(C(=O)c4ccccc4)C3)n2)cc1 (centres undefined)	1.2	-4.9	-1.8	-0.3	/	-22.4	/	-7.0	5.8
O=[N+]([O-])c1cccc(/C=C/c2nc[nH]c2[N+](=O)[O-])c1	1.1	-5.8	-0.4	0.1	-10.3	-4.3	0.262	-2.8	-2.7
CC1CN(CC(O)COc2ccccc2C(C)(C)C)CC(C)O1 (centres undefined)	-1.0	1.2	-1.2	0.1	-6.1	1.9	0.0732	3.1	-0.8
O=C(c1cccc(N2CCCC2=O)c1)N1CCN(c2ccccc2)CC1	-0.1	-12.0	-1.4	0.4	0.0	-12.2	1.48	2.0	-1.5
CC(C)(C)c1ccc(S(=O)(=O)Nc2ccc(Cc3ccncc3)cc2)cc1	-0.8	3.8	9.3	0.2	-6.4	-11.0	-0.676	0.7	1.4

Ten compounds from above, arranged by formula weight, high to low.
SMILES	PERK inhibitor	Calpain2 inh	eIF4E-4G inh	zVAD death inh	MDM2 E3 inh	EBV gp42 inh	Cl transport mod	Rad51 HR inh	TNF necrop inh
Cc1[nH]c2ccccc2c1/C=C/c1nc2ccccc2c(=O)n1-c1ccc([N+](=O)[O-])cc1	1.1	7.3	-5.0	1.6	-7.5	-10.6	-1.42	10.7	1.4
CCCn1c(SCC(=O)NCc2cccs2)nc2c1c(=O)n(C)c(=O)n2C	-0.4	10.8	2.1	0.7	-2.2	-22.8	/	1.3	1.3
CC(C)(C)c1ccc(S(=O)(=O)Nc2ccc(Cc3ccncc3)cc2)cc1	-0.8	3.8	9.3	0.2	-6.4	-11.0	-0.676	0.7	1.4
CN(C)S(=O)(=O)N1CCN(C(=O)c2cccc(Br)c2)CC1	0.8	-11.6	2.8[fluorescence artefact?]	-0.4	-4.7	-5.0	1.24	-5.1	0.9
COc1ccc(-c2noc(C3CCCN(C(=O)c4ccccc4)C3)n2)cc1 (centres undefined)	1.2	-4.9	-1.8	-0.3	/	-22.4	/	-7.0	5.8
CN(CC(=O)Nc1ccc(F)c(F)c1F)c1ncnc2sccc12	1.2	-12.6	3.7	1.0	12.5	-18.5	-0.651	-13.2	2.3
O=C(c1cccc(N2CCCC2=O)c1)N1CCN(c2ccccc2)CC1	-0.1	-12.0	-1.4	0.4	0.0	-12.2	1.48	2.0	-1.5
CC1CN(CC(O)COc2ccccc2C(C)(C)C)CC(C)O1 (centres undefined)	-1.0	1.2	-1.2	0.1	-6.1	1.9	0.0732	3.1	-0.8
CC(C(=O)O/N=C(\N)c1cccnc1)c1ccc([N+](=O)[O-])cc1 (centres undefined)	0.5	-5.0	4.5	0.2	-7.0	-36.6	0	-2.4	3.7
O=[N+]([O-])c1cccc(/C=C/c2nc[nH]c2[N+](=O)[O-])c1	1.1	-5.8	-0.4	0.1	-10.3	-4.3	0.262	-2.8	-2.7
